Source: PubChem BioAssay (Johns Hopkins Ion Channel Center)
KCNQ2 inh: KCNQ2 potassium channel inhibitors, primary screen, cell-based, CHO-K1, FluxOR thallium flux, B-score (AID 2156); actives 1.1% (n = 310,000); O88943; 20 min; active compounds read low; B-score at 10 µM;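 active = fluorescence ratio B-score at most minus 3 library SDs, with starting brightness B-score within 2 library SDs, cut at about -5.5 in these data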
Target sequence (O88943 whole entry, looked up): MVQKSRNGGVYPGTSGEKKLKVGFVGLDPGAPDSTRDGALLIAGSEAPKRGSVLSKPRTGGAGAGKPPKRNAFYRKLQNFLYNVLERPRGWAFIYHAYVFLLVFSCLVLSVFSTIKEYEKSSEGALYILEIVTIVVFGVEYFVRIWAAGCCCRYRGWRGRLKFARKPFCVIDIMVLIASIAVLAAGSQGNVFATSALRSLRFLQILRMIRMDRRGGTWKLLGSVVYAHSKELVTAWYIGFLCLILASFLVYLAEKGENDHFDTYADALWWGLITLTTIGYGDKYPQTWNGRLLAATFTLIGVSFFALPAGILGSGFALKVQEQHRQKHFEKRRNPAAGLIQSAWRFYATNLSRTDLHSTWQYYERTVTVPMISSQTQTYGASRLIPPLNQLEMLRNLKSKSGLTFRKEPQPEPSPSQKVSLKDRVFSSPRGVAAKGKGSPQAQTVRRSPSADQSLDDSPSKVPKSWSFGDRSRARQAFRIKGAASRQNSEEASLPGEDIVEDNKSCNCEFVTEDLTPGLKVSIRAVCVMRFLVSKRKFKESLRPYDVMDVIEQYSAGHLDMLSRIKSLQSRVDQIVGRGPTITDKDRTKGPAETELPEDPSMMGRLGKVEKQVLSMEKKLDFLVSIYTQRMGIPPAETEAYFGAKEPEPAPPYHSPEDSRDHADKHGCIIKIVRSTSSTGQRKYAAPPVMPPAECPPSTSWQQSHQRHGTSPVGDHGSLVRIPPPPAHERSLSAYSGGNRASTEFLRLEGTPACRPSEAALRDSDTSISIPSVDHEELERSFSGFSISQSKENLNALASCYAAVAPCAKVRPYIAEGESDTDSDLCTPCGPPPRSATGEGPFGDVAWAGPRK
CHT block: inhibitors of human choline transporter CHT | CHT-expressing cells, membrane potential dye, choline response; active compounds read low | B-score at 10 µM | actives 0.86% (n = 310,000) | Q9GZV3 | AID 488975;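 active = B-score over 3 SD under the library average, and starting fluorescence ratio not unusually high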;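 note: choline stimulus applied at its EC90 after an EC20 pre-addition; B-score computed on integrated fluorescence ratio after choline addition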
Numbers without * were called inactive; i = inactive; . = no result given.

Compound	KCNQ2 inh	CHT block
CCN(CC)CCCN1C(=O)C(=O)/C(=C(/O)c2ccc(C)cc2)C1c1ccccn1 (configuration not stated)	i	i
O=C(c1ccco1)N1CCN(Cc2nnnn2C2CCCCC2)CC1	i	i
COc1ccccc1CNC(=O)c1cc(C)nn1-c1ccccc1	i	i
COc1ccc(C(C(=O)NC2CCCC2)N(C(=O)c2csnn2)C2CC2)cc1 (configuration not stated)	i	i
NC(=O)CC(NC(=O)c1ccc(Br)cc1)c1ccc(NCc2ccc(F)cc2)c([N+](=O)[O-])c1 (configuration not stated)	i	i
O=C1CC(c2ccccc2)Oc2cc(O)cc(O)c21 (configuration not stated)	i	i
Cc1ccc(S(=O)(=O)Cc2cc(-c3ccc(Cl)cc3)no2)cc1	i	i
CCc1nc(SCc2ccc(Cl)cc2)n[nH]1	i	i
O=C(Nc1ccccc1Cl)c1cccc(NC(=O)C2C3CC4OC(=O)C2C4C3)c1 (configuration not stated)	i	i
CC(C)(CO)CN1CCC(n2nccc2NC(=O)C2CCCC2)CC1	i	i
O=C(COC(=O)C1CCN(S(=O)(=O)c2ccc3c(c2)OCCO3)CC1)Nc1ccccc1OC(F)F	i	i
Oc1ccc(/C=N/n2c(-c3ccccc3)n[nH]c2=S)cc1	i	i
COc1ccc(OC)c(C2C(C(C)=O)=C(O)C(=O)N2Cc2cccnc2)c1 (configuration not stated)	i	i
Cc1ccc(CCN2C(Nc3ccccc3)=NC[C@@H]2C)cc1	.	i
COc1ccc(-c2nc3ncccn3c2Nc2ccc3c(c2)OCCO3)cc1	i	.
COC(=O)C1C(=O)C2=C(CC1C)NC(C)=C(C(=O)OCCOc1ccccc1)C2c1ccc(C)o1 (configuration not stated)	i	i
O=[N+]([O-])c1ccc(CSc2ccc(-c3ccccn3)nn2)cc1	i	i
Cc1cccc(N(CC(=O)N2CCc3ccccc3C2)S(C)(=O)=O)c1C	i	i
Cc1ccc(N2C(=O)C3N=NN(CC(=O)N4N=C(c5cccc6ccccc56)CC4c4ccccc4)C3C2=O)cc1 (configuration not stated)	i	i
COc1ccc(Cl)cc1NC(=O)C1CSC(c2ccncc2)=N1 (configuration not stated)	i	i
O=C(Cc1ccc(Cl)cc1)Nc1ccccc1C(=O)Nc1ccc(C(=O)O)cc1	i	i
C=CCC(CC(O)COCCC)C(=O)NNC(=S)Nc1ccccc1 (configuration not stated)	i	i
COc1cccc(CCc2nnc(CCC(=O)N(C)C3CC(C)(C)NC(C)(C)C3)o2)c1	i	i
O=C(NC(=S)NCC1CCCO1)c1ccc([N+](=O)[O-])cc1 (configuration not stated)	i	i
CN(C)c1nc(-c2ccccc2)cc(C(F)(F)F)c1C#N	i	i
CCN(CC(=O)NC1CCS(=O)(=O)C1)c1nc(-c2ccccc2)nc2ccccc12 (configuration not stated)	i	i
COC(=O)C(C)NC(=O)C1CCCN1S(=O)(=O)c1cc(C)c(Cl)cc1C (configuration not stated)	i	i
COc1ccc(NC(=O)c2cnc(C)cn2)cc1-n1cnnn1	i	i
O=C(Nc1ccc(Cl)c(C(F)(F)F)c1)[C@@H]1CC=C[C@@H]2CCN(Cc3ccccc3)C(=O)[C@@H]21	i	i
Cc1cc(C(=O)NCCCN2CC(C)CC(C)C2)n(-c2ccccc2)n1 (configuration not stated)	i	i

The results go on.
Compound	KCNQ2 inh	CHT block
O=c1cc(N2CCOCC2)[nH]c(=O)n1Cc1ccc(F)cc1	i	i
C/C(=N\Nc1ccc(Cl)c(C(=O)O)c1)c1ccc2c(c1)OCO2	i	i
CC1(c2ccccc2)CC(C)(C)N2C(=O)/C(=C3\SC(=S)NC3=O)c3cccc1c32 (configuration not stated)	i	i
COc1cc(/C=C/C(=O)NC(C)CCc2ccccc2)cc(OC)c1OC (configuration not stated)	i	i
CC(=O)c1noc(C)c1C(=O)Nc1nccs1	i	i
O=C(CNS(=O)(=O)c1ccc(Br)cc1)N1CCN(Cc2ccccc2)CC1	i	i
CCOC(=O)CSc1[nH]c2cc(OC)ccc2c1[N+](=O)[O-]	i	i
CCC(C)(C)NC(=O)C(c1ccncc1)N(C(=O)c1sc(C)nc1C)c1ccc(C)cc1 (configuration not stated)	i	i
Cc1n(Cc2ccccc2)c2cc([N+](=O)[O-])ccc2[n+]1Cc1ccccc1	i	i
N#CC1=C(N)OC2=C(C(=O)CCC2)C12CCC1(CC2)OCCO1	i	i
NC(=O)c1ccc2c(c1)S(=O)(=O)c1ccccc1C2=O	i	i
CCc1ccc(NC(=O)C(CC)c2ccccc2)cc1 (configuration not stated)	i	i
CNc1nc2[nH]c(=O)c3c(c2s1)OC(N)=C(C#N)C3c1ccccc1 (configuration not stated)	i	i
O=[N+]([O-])c1ccc(Cl)c(/C=N/N2CCN(c3ccccc3)CC2)c1	i	i
O=C(NCC1CCCO1)c1c(O)c2c([nH]c1=O)CCCC2 (configuration not stated)	i	i
Cc1cccc(-n2nnnc2SCC(=O)c2cc(C)n(CC3CCCO3)c2C)c1 (configuration not stated)	i	i
CCOC(=O)CC(NC(=O)c1ccco1)c1ccc(C)cc1 (configuration not stated)	i	i
N#Cc1c(Nc2ccccc2)s[nH]c1=O	i	i
NNC(=O)C=C1CCN(c2ncc(C(F)(F)F)cc2Cl)CC1	i	i
COc1ccccc1NC(=O)C12CC3CC(C1)CC(c1ccc(C)cc1)(C3)C2	i	i
CCN(C(=O)CN1C(=O)c2ccc([N+](=O)[O-])cc2C1=O)C1CCS(=O)(=O)C1 (configuration not stated)	i	i
O=C(Nc1ccc(CN2CCS(=O)(=O)CC2)cc1)c1ccc(Cl)cc1	i	i
O=C(Nc1ccc(N2CCN(C(=O)c3ccccc3)CC2)c(Cl)c1)c1ncn[nH]1	i	i
COc1ccc(/C=C(/NC(=O)c2ccc(C)cc2)C(=O)NCC2CCCO2)cc1 (configuration not stated)	i	i
Cc1cccc(NC(=S)NC(=O)c2cc(-c3ccccc3)nc3ccccc23)c1	i	i
Cc1cccc2c1cnn2C(=O)CCC(=O)NCc1ccc(F)cc1	i	i
COc1ccc(S(=O)(=O)Nc2cccc(C)c2C)c2cccnc12	i	i
CCOC(=O)c1cnc(-c2ccccc2)[nH]c1=O	i	i
CCOC(=O)c1nnc(-c2ccccc2)nc1NC	i	i
CCSc1ncccc1C(=O)N[C@@H](CCSC)C(=O)OC	i	i

Quoted at random: 2 records from the list
Compound	KCNQ2 inh	CHT block
NNC(=O)C=C1CCN(c2ncc(C(F)(F)F)cc2Cl)CC1	i	i
CCC(C)(C)NC(=O)C(c1ccncc1)N(C(=O)c1sc(C)nc1C)c1ccc(C)cc1 (configuration not stated)	i	i

(more compounds)
Compound	KCNQ2 inh	CHT block
CCn1c(=N)n(CCO)c2ccccc21	i	i
Oc1ccc(N=Nc2ccccc2)cc1	i	i
Cc1cc(OCC(=O)NC2CC(C)(C)NC(C)(C)C2)c2c(C)c(C)c(=O)oc2c1	i	i
Cc1cc(C)n(C(=O)N(c2ccccc2)c2ccccc2)n1	i	i
CC(=O)Nc1cccc(-n2nnc(SCC(=O)c3ccccc3)n2)c1	i	i
COc1ccc(C)cc1NC(=O)CCNS(=O)(=O)c1ccc2c(c1)CCC(=O)N2	i	i
COC(=O)c1ccc(NC(=O)CN(c2ccc(C)cc2)S(=O)(=O)c2c(C)nn(C)c2C)cc1	i	i
O=C(N/N=C/c1ccc(N2CCCCC2)o1)c1ccccc1[N+](=O)[O-]	i	i
O=C(/C=C/c1ccc([N+](=O)[O-])cc1)/C=C/c1ccco1	-6.1*	i
COc1ccccc1N1CCN(C(=O)c2ccc3c(c2)CCN3S(=O)(=O)c2ccccc2)CC1	i	i
N/C(=N\OC(=O)c1ccc(Cl)cc1Cl)c1ccncc1	i	i
COC(=O)c1cc(OC)c(OC)c(OC)c1NC(=O)c1ccc(S(=O)(=O)N(C)C)cc1	i	i
Cc1[nH]n(S(=O)(=O)Cc2ccccc2)c(=O)c1N=Nc1ccccc1Cl	i	i
c1ccc(C(c2nnnn2C2CCCC2)N2CCN(c3nc4ccccc4s3)CC2)cc1 (configuration not stated)	i	i
COc1ccccc1N1CCN(S(=O)(=O)c2c[nH]c(=O)[nH]c2=O)CC1	i	i
C=CCn1c(-c2csc(-c3ccc(Cl)cc3)n2)n[nH]c1=S	i	i
CSc1ccccc1NC(=O)CN(C)Cc1c(O)ccc2ccccc12	i	i
CS(=O)(=O)N1CCC(Oc2ccccc2C(=O)N2CCCCC2CO)CC1 (configuration not stated)	i	i
O=C(Nc1ccccc1)OCCNC(=O)c1cccc(Cl)c1	i	i
CCOC(=O)CN(C(=O)CSc1nnc(Cc2ccccc2)n1-c1ccc(C)cc1)c1ccccc1	i	i
CCOC(=O)C(=O)NNc1ccccc1OC	i	i
Cc1ccccc1NC(=O)CSc1nnc(CNC(=O)c2ccc3c(c2)OCO3)n1C	i	i
O=C(Nc1cccnc1)C1CCN(S(=O)(=O)c2ccc(Cl)cc2)CC1	i	i
CC1CCCCC1NC(=O)c1ccc(N2CCCC2=O)cc1 (configuration not stated)	i	i
Nc1c(C(=O)C2CC2)sc2nc(-c3ccccc3)cc(C(F)(F)F)c12	i	i
Cc1cc(NC(=O)CSc2ccnc(=O)[nH]2)no1	i	i
CCCn1cc(CN2CCC(N3CCC(C(=O)N4CCOCC4)CC3)CC2)c(C)n1	i	i
COCCCNC(=O)c1cc(C(=O)Cc2ccccc2)c[nH]1	i	i
COc1ccc(C(=O)Oc2ccc[nH]c2=O)cc1	i	i
c1ccc(-c2nn3c(C4CCCCC4)nnc3s2)nc1	i	i

Six of these compounds, set out differently.
Each structure is followed by: KCNQ2 inh, CHT block
Cc1ccc(N2C(=O)C3N=NN(CC(=O)N4N=C(c5cccc6ccccc56)CC4c4ccccc4)C3C2=O)cc1 (configuration not stated)
    i, i
CCC(C)(C)NC(=O)C(c1ccncc1)N(C(=O)c1sc(C)nc1C)c1ccc(C)cc1 (configuration not stated)
    i, i
O=C(/C=C/c1ccc([N+](=O)[O-])cc1)/C=C/c1ccco1
    -6.1*, i
O=C(N/N=C/c1ccc(N2CCCCC2)o1)c1ccccc1[N+](=O)[O-]
    i, i
c1ccc(C(c2nnnn2C2CCCC2)N2CCN(c3nc4ccccc4s3)CC2)cc1 (configuration not stated)
    i, i
C=CCC(CC(O)COCCC)C(=O)NNC(=S)Nc1ccccc1 (configuration not stated)
    i, i

Next structures follow:
Compound	KCNQ2 inh	CHT block
CCCCOC(=O)Nc1ccc(C(=O)OC)cc1	i	i
O=C(COc1ccccc1C(=O)Nc1ccccc1)NCCc1ccccc1	i	i
Cc1c(-n2c(-c3ccccc3Cl)n[nH]c2=S)c(=O)n(-c2ccccc2)n1C	i	i
COc1ccc(C(=O)C2CCCN(Cc3cn(C)nc3-c3ccccc3)C2)cc1F (configuration not stated)	i	i
COc1ccc(-c2nn(C)c(=O)c3ccccc23)cc1CNC(=O)c1ccco1	i	i
C=CCn1c(SCC(=O)c2[nH]c(C)c(C(=O)OCC)c2C)nc2scc(-c3ccc(OC)cc3)c2c1=O	i	.
Cc1ccc(N(Cc2ccc(C(=O)Nc3c(C)n(C)n(-c4ccccc4)c3=O)cc2)S(C)(=O)=O)cc1C	i	i
Cc1csc(N(C(=O)c2ccccc2F)c2ccccc2)n1	i	i
COc1cc(C)ccc1OCCCOc1ccccc1Cl	i	i
CCOC(=O)C1CC(=O)c2cc(OC)c(OC)cc2C1 (configuration not stated)	i	i
CCOc1ccc(S(=O)(=O)N2CCC(C(=O)NCc3ccccn3)CC2)cc1	i	i
CC1=C(C(=O)Nc2ccc(Cl)cc2)C(c2ccncc2)C(C#N)=C(SCC(N)=O)N1 (configuration not stated)	i	i
Cc1ccc(NC(=O)C2OCCc3ccccc32)cc1C (configuration not stated)	i	i
CCCCNC(=O)Nc1nnc(-c2ccc(Cl)cc2)o1	i	i
CCC(Sc1nc2ccc(N)cc2s1)C(=O)Nc1nccs1 (configuration not stated)	i	i
Fc1ccc(-c2csc3nnc(SCc4cccnc4)n23)cc1	i	i
CC(=O)Nc1ccc(NC(=O)CSc2ccc3nnc(-c4ccccn4)n3n2)cc1	i	i
O=C(NCc1ccccc1)C(c1cccnc1)N(C(=O)c1csnn1)c1ccc(F)cc1 (configuration not stated)	i	i
COc1ccc(C(=O)NC(=S)NCc2ccco2)cc1OC	i	i
CC(=O)OCCSc1c(-c2ccccc2)c2cc(Cl)ccc2[nH]c1=O	i	i
O=C(NCCCN1CCCCCC1)C1CC(=O)N(C2CCCC2)C1 (configuration not stated)	i	i
Nc1cc(C(=O)O)ccc1Nc1ccccc1	i	i
O=c1/c(=C/c2ccco2)sc2n1CN(c1ccccc1)CN=2	i	i
COCCCNC(=O)CN(CCc1ccccc1)S(=O)(=O)c1ccc(C)cc1	i	i
Cc1ccc(C)c(N2CCN(C(=O)CCc3nc4ccccc4[nH]3)CC2)c1	i	i
Cc1cc(C)cc(OCC(=O)O/N=C(\N)Cc2ccc([N+](=O)[O-])cc2)c1	i	i
O=C(OCCCOC(=O)c1ccc(Br)o1)c1ccc(Br)o1	i	i
CC(=O)Nc1nnc(SCC(=O)Nc2nc(C)cs2)s1	i	i
Cc1c(Cl)ccc2c1NC(=O)[C@]21N[C@@H](Cc2ccccc2)[C@H]2C(=O)N(c3ccc(F)cc3)C(=O)[C@H]21	i	i
COc1ccc(C(=O)OCC[N+]2(C)CCOCC2)cc1	i	i
COc1ccc(N2C(=O)NC3CC2(C)Oc2ccc(Cl)cc23)cc1OC (configuration not stated)	i	i
Cc1nnc(SCC(=O)Nc2nccs2)n(N)c1=O	i	i
